From PubChem
KLK7 zymogen act – proKLK7 (human) activation, primary screen; P49862; purified proKLK7, EDANS-DABCYL substrate fluorescence; 100% is mature enzyme control, 0% vehicle; activation, % at 7 µM; 370,000 tested, 0.9% active; AID 652039;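 active = activation above the mean of all tested compounds plus 3 SD, computed per campaign excluding outliers beyond control limits, cut at about 13% in these data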
Target sequence (P49862 whole entry, looked up): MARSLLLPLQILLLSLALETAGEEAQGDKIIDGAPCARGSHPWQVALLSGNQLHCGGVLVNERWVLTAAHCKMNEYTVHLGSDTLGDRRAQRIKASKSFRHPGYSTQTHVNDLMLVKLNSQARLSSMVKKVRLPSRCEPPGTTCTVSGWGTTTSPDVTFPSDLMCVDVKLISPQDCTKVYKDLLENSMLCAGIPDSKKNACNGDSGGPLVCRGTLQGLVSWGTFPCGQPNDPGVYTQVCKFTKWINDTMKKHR
GAA850 FXN act – frataxin GAA850 promoter activation; activation, % at 6 µM; 360,000 tested, 0.56% active; HEK293 lucGAA850 FXN promoter luciferase reporter, 24 h; percent of 10 µM SAHA response;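 active = activation above the average of all compounds screened plus 3 SD, cutoff fixed separately per campaign, cut at about 7.5% in these data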;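 also: 0% = DMSO wells and 100% = 10 µM SAHA wells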
hcDAF-12 act – activates DAF-12 receptor from parasite H. contortus | HEK293 hcDAF-12 lit1-tk-luc reporter, luminescence; 0% DMSO, 100% Δ7-dafachronic acid | 370,000 tested, 1.4% active | activation, % at 6.8 µM;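 active = activation above the mean of all tested compounds plus 3 SD, cut at about 5.5% in these data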;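 also: 100% = response to 3 µM Δ7-dafachronic acid high control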
ssDAF-12 act – activators of S. stercoralis DAF-12 nuclear receptor; HEK293 ssDAF-12/GRIP1 lit1-tk-luc reporter, luminescence; % of 3 µM dafachronic acid response; 370,000 tested, 1% active; activation, % at 6.8 µM; AID 652126;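 active = activation above the mean over all tested compounds plus 3 SD, cut at about 0.9% in these data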;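 also: 0% = DMSO-only wells and 100% = 3 µM delta7-dafachronic acid wells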
SMARCA2 activ – activators of SMARCA2 function | MG213 cells, MMTV-luciferase reporter, dexamethasone, overnight | activation, % at 9.1 µM | 370,000 tested, 1% active | AID 652017; in the data active = activation above about 7.8%;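 also: 0% = vehicle wells and 100% = reference activator wells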
hgDAF-12 ag – activates the H. glycines DAF-12 receptor ligand-binding domain | HEK293 GAL4-hgDAF12 UAS-luciferase reporter, agonist luminescence; normalized to butyrate control | activation, % at 6.8 µM | 370,000 tested, 1.8% active | AID 687014;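 active = activation above a cutoff set at the mean of all screened compounds plus 3 SD, cut at about 10% in these data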;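 also: 0% = DMSO wells and 100% = sodium butyrate wells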
DAX1 inh-1 – inhibitors of DAX1 repression of SF-1 activated StAR promoter. inhibition, % at 6.8 µM. 370,000 tested, 1.1% active. HEK293T StAR-luciferase reporter, SF-1/DAX-1 repression relief. AID 652010;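 active = inhibition above the mean over all tested compounds plus 3 SD, cut at about 3.6% in these data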;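 also: 0% = DAX-1 cells with DMSO and 100% = cells lacking DAX-1 with DMSO; higher inhibition means more luminescence from relief of DAX-1 repression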
GC-A act – GC-A (human) enzyme activation | P16066 | HEK293 GC-A cells, cGMP TR-FRET, EC30 ANP; 0% at EC30 ANP, 100% saturating ANP | activation, % at 10 µM | 370,000 tested, 0.14% active; in the data active = activation above about 40%
sPLA2-III inh – Blocks human group III sPLA2 activity; QFRET BODIPY PC-A2 liposome hydrolysis, fluorescence; inhibition, % at 12.2 µM; 370,000 tested, 0.56% active; AID 743126;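 active = inhibition above mean plus 3 SD of compounds lying within the high and low control bounds, cut at about 19% in these data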;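 also: 0% = median of test compound wells and 100% = no enzyme DMSO wells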
Target sequence (Q9NZ20 whole entry, looked up): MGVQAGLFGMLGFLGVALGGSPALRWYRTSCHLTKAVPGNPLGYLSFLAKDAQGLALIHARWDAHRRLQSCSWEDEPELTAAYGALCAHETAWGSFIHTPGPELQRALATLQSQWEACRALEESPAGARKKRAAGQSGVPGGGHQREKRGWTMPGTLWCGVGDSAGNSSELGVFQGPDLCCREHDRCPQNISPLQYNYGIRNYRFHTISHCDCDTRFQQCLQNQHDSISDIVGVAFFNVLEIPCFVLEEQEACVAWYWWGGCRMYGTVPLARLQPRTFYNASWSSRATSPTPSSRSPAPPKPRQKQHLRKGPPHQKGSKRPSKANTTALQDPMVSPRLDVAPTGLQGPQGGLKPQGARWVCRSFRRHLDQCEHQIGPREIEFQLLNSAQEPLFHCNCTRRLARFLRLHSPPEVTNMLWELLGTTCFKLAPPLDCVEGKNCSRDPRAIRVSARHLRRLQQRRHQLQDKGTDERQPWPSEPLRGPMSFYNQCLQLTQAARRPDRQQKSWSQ
GC-B act – GC-B (human) receptor activation | HEK293-GC-B cells, CNP EC30, cGMP TR-FRET; 0% at EC30 CNP, 100% saturating CNP | activation, % at 10 µM | 370,000 tested, 0.11% active;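 active = activation at 10 µM reaching about 35% in either raw or pattern-adjusted values, limit read from the data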
DAX1 inh-2 – NR0B1 (DAX1) inhibition; P51843; HEK293 Gal4-DAX1 luciferase reporter, luminescence; inhibition, % at 6.75 µM; 340,000 tested, 0.99% active; AID 504766;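 active = inhibition above the mean over all tested compounds plus 3 SD, cut at about 4.2% in these data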;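 also: 0% = DAX1-transfected cells with DMSO and 100% = empty-vector control cells with DMSO; inhibition shows as a rise in luminescence from relieved DAX1 repression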
Target sequence (P51843 207-470 limits assumed): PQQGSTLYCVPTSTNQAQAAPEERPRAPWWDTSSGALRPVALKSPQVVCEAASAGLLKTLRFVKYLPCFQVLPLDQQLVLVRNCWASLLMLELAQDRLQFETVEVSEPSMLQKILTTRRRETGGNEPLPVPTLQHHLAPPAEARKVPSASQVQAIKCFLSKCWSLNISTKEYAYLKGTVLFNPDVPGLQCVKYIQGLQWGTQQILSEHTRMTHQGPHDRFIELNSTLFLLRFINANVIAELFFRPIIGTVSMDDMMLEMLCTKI
Numbers without * were called inactive; . = no result given. Rows are unselected. Share with any hit: about 6.7%.

SMILES	KLK7 zymogen act	GAA850 FXN act	hcDAF-12 act	ssDAF-12 act	SMARCA2 activ	hgDAF-12 ag	DAX1 inh-1	GC-A act	sPLA2-III inh	GC-B act	DAX1 inh-2
Cc1cc(C)c2c(N)c(C(=O)c3ccccc3)sc2n1	-0.1	2.3	-2.1	-1.7	-1	1.7	-0.6	-4	-8	-6	.
O=S(=O)(Nc1ncccn1)c1ccc(NC(=S)Nc2ccccc2Cl)cc1	-0.5	0.6	-1.0	-1.1	-4	2.6	0.3	7	9	4	4.0
Cc1cc2n(n1)SC(Nc1ccccc1)N2 (stereo not given)	0.3	-1.6	-1.4	-0.7	0	-1.5	-0.1	2	13	0	0.0
N#CC1=C(N)SC(N)=C(C#N)C1CCc1ccccc1	0.0	0.9	0.4	-1.0	-4	0.0	-0.5	3	-26	0	0.4
O=C(O)C1=NOC(CNC(=O)c2ccccc2Cl)C1 (stereo not given)	0.1	1.1	1.4	-1.2	2	-1.4	0.4	-2	-3	4	.
Cc1[nH]c2ccccc2c1C(=O)C(=O)N1CCN(c2ccccc2)CC1	0.3	-2.8	-0.2	-1.1	2	-1.8	0.0	-5	-10	-2	-0.1
CNC(=S)N(CCc1c(C)[nH]c2ccc(Cl)cc12)Cc1cc(OC)c(OC)c(OC)c1	-0.1	-0.7	-1.1	-0.5	-3	0.8	0.8	-20	-45	-21	0.0
COC(=O)C1=C(C)N(Cc2ccccc2)C(=NCCCCO)N[C@H]1CCc1ccccc1	-0.8	-3.0	-0.9	-0.8	1	1.6	-0.1	-14	1	-20	0.8
CC1CCCC(N2CCN(C(=O)c3ccccc3F)CC2)C1 (stereo not given)	-0.2	-1.1	-3.0	-1.7	0	-1.2	-0.4	3	-1	4	2.4
CC(=O)Nc1ccc(NC(=O)C(NC(=O)c2ccc(Cl)cc2)C(C)C)cc1 (stereo not given)	0.7	-2.1	0.4	-1.3	4	1.7	0.4	-2	0	-6	0.9
OCCNc1ncnc2c1ncn2[C@H]1CN(Cc2ccc3c(c2)OCO3)C[C@@H](CO)O1	0.1	-0.6	-1.4	-0.2	-4	4.9	1.1	2	6	6	.
CCOC(=O)C1(CCc2ccccc2)CCN(C(=O)c2cccc(C)n2)CC1	0.2	1.7	-0.1	-1.4	2	0.5	0.2	-3	0	-1	0.3
COc1ccc(S(=O)(=O)N2c3cc(C)ccc3OCC2C(C)(C)C)cc1 (stereo not given)	0.3	-1.1	0.8	-0.5	-2	-1.3	-0.6	-16	10	-4	-2.2
Cc1cc2cc(CCNC(=O)c3ccc(C)c([N+](=O)[O-])c3)c(=O)[nH]c2cc1C	-0.4	-1.2	-1.2	-1.4	-1	1.9	0.0	-1	3	3	1.5
c1ccc2c(c1)Cn1c-2nc2ccccc21	-0.1	3.7	6.0*	0.3	5	13*	2.9	-1	5	-4	1.4
CC(C)Oc1ccc(CNC(=O)CCC(=O)N2CC(C)Sc3ccccc32)cc1 (stereo not given)	0.6	0.1	-0.4	-1.2	0	-0.2	1.6	1	-11	2	3.5
COc1ccc([C@H]2CC(=O)C[C@@H](CCn3cc(C)nn3)O2)cc1	0.4	.	-1.7	-0.9	7	-1.5	-0.1	2	8	-1	.
Cc1ccc(C(=O)OCC(=O)N2CC(C)CC(C)C2)cc1S(=O)(=O)N1CCCCC1 (stereo not given)	-0.3	1.3	-1.2	-0.4	-3	3.1	0.2	-3	-4	4	-0.6
CN(Cc1cnccn1)Cc1nc(Cc2ccccc2Cl)no1	0.0	-1.3	-0.7	-1.7	3	-0.3	-0.4	-3	1	-1	0.0
C=C(C)Cn1c(SCC(=O)O)nc2c1c(=O)[nH]c(=O)n2C	0.9	-0.2	0.8	-1.4	0	-0.4	-0.2	4	3	1	-0.4
Brc1ccccc1-n1nnc(-c2ccnc3ccccc23)n1	-0.2	1.3	-0.3	-1.4	0	0.9	-0.5	-1	1	-3	1.1
COc1cc(CNCCNC(=O)c2cccs2)cc(OC)c1OC	0.6	1.2	1.3	-1.2	-1	1.6	0.3	0	-6	-2	0.8
CCCc1[nH]nc2c1C(c1cccc(OC)c1)C(C#N)=C(N)O2 (stereo not given)	-0.1	-4.1	-0.2	-0.2	0	-0.4	-0.8	-6	-17	-9	0.7
COc1cccc(/C=C/C(=O)OCC(=O)N2CCN(c3ccccc3)CC2)c1	-0.9	0.6	-0.9	-0.8	1	2.4	-1.3	-3	-1	-1	0.3
C[C@H](CO)N1C[C@H](C)[C@@H](CN(C)Cc2ccc(Cl)c(Cl)c2)Oc2ccc(NC(=O)Cn3cnnn3)cc2C1=O	0.3	2.1	-0.2	-1.4	3	-0.2	-0.4	1	-23	4	-0.4
O=C(CSc1nc(-c2ccccc2)c(-c2ccccc2)o1)Nc1nncs1	-1.5	-1.5	-1.9	-0.9	-1	-0.6	0.4	-12	4	-14	0.1
CCCn1nnnc1NCc1ccc(C(C)C)cc1	0.0	0.2	0.6	-1.2	0	-2.2	-0.2	0	-5	1	-0.2
Cc1cc(C)cc(OCc2ccc(C(=O)NC3CCOC3=O)o2)c1 (stereo not given)	0.2	0.3	1.3	-1.3	3	-2.2	0.2	3	6	2	0.5
CCCCCOC(=O)C1=C(C)Nc2nnnn2C1c1ccc(OC)c(OC)c1OC (stereo not given)	0.0	-1.7	-0.8	-1.2	3	-2.0	-0.6	-4	0	-7	0.2
Cn1c(COc2ccccc2)nnc1SCC(=O)c1cccc([N+](=O)[O-])c1	0.3	-1.5	0.2	-1.7	-1	0.0	-0.3	3	-44	2	0.3
CC(C)c1ccc(CN2CCSCC2)cc1	-1.1	2.1	-0.2	-0.2	-5	-3.7	-0.4	0	9	2	0.0
Cc1ccc(-n2c([S-])c(C(=O)Nc3ccc(OC(F)F)cc3)[n+]3ccc(C(=O)NCCO)cc23)cc1C	0.7	0.9	0.5	-0.3	0	-1.1	0.4	6	-24	-1	-0.6
CC(C)n1nnnc1SCC(=O)Nc1ccc2c(c1)OCO2	0.1	-0.6	-0.3	-0.7	1	4.5	0.5	-2	5	1	2.1
O=c1[nH]c(S)c(/C=C2\C=Nc3ccccc32)s1	-0.5	0.1	4.3	1.2*	0	1.8	-0.1	-6	11	5	.
CC1(C(=O)Nc2ccc3c(c2)OCCO3)CCC(=O)N1C1CC1 (stereo not given)	0.3	.	-2.6	-0.4	-2	2.6	0.2	1	5	2	.
CC(=O)N1CCC(N2CCN(Cc3ccc(C)cc3)C(CCO)C2)CC1 (stereo not given)	-0.2	-1.4	0.2	-2.3	1	0.8	0.1	-2	1	-1	0.3
Cc1cccc(NC(=O)CN2C(=O)N/C(=C/c3ccc(C)s3)C2=O)c1	0.2	3.7	2.5	-1.2	0	-0.2	0.9	2	-28	-1	-0.4
C=CCNC(=O)C1CC(=O)N(c2ccc(Br)cc2)C1 (stereo not given)	-0.4	-0.8	-0.1	-1.5	0	-0.1	0.3	3	-3	-3	-0.6
CC(=O)C(Sc1ccc2nnc(-c3cccnc3)n2n1)C(C)=O	2.3	0.2	-1.8	-0.8	0	3.3	-0.1	-2	2	5	1.2
Cn1cc(CC(=O)Nc2ccc(Nc3cccnc3)c(Br)c2)c2ccccc21	0.1	.	-1.4	-1.4	-3	-2.0	-1.1	-1	-48	-6	.
COc1ccccc1N(CC(=O)NC1CCCCC1)S(=O)(=O)c1cccs1	0.7	0.2	-1.8	-1.1	-4	1.0	-0.4	-5	-1	2	1.8
O=C(c1ccc(S(=O)(=O)N2CCOCC2)cc1)N1CCCc2ccccc21	-0.5	5.6	1.8	-0.2	-7	0.5	-0.4	-3	2	5	1.1
C[C@H](CO)N1C[C@H](C)[C@@H](CN(C)S(=O)(=O)c2ccc(F)cc2)Oc2cc(Br)ccc2S1(=O)=O	0.3	.	-1.2	-0.8	3	-2.4	-0.3	-3	-18	-2	.
O=C(COC(=O)c1ccc(S(=O)(=O)N2CCCC2)cc1)NCc1ccco1	0.4	-0.4	0.7	-0.7	-4	2.4	-0.3	1	0	1	1.7
COC(=O)CCNC(=O)c1ccc2nc(Cc3ccc(OC)c(OC)c3)oc2c1	-0.8	3.1	-0.2	-0.4	2	3.3	0.0	-1	-2	-2	1.5
Cc1nc2cc(C(=O)NCc3cccnc3)ccc2n1-c1ccc(F)cc1F	-0.4	-0.1	-0.6	-1.2	-3	-4.4	-0.3	-5	9	-4	0.1

Nothing new here: entries from further up.
SMILES	KLK7 zymogen act	GAA850 FXN act	hcDAF-12 act	ssDAF-12 act	SMARCA2 activ	hgDAF-12 ag	DAX1 inh-1	GC-A act	sPLA2-III inh	GC-B act	DAX1 inh-2
Cc1ccc(-n2c([S-])c(C(=O)Nc3ccc(OC(F)F)cc3)[n+]3ccc(C(=O)NCCO)cc23)cc1C	0.7	0.9	0.5	-0.3	0	-1.1	0.4	6	-24	-1	-0.6
CC(C)n1nnnc1SCC(=O)Nc1ccc2c(c1)OCO2	0.1	-0.6	-0.3	-0.7	1	4.5	0.5	-2	5	1	2.1
O=c1[nH]c(S)c(/C=C2\C=Nc3ccccc32)s1	-0.5	0.1	4.3	1.2*	0	1.8	-0.1	-6	11	5	.
CC1(C(=O)Nc2ccc3c(c2)OCCO3)CCC(=O)N1C1CC1 (stereo not given)	0.3	.	-2.6	-0.4	-2	2.6	0.2	1	5	2	.
CC(=O)N1CCC(N2CCN(Cc3ccc(C)cc3)C(CCO)C2)CC1 (stereo not given)	-0.2	-1.4	0.2	-2.3	1	0.8	0.1	-2	1	-1	0.3
Cc1cccc(NC(=O)CN2C(=O)N/C(=C/c3ccc(C)s3)C2=O)c1	0.2	3.7	2.5	-1.2	0	-0.2	0.9	2	-28	-1	-0.4
C=CCNC(=O)C1CC(=O)N(c2ccc(Br)cc2)C1 (stereo not given)	-0.4	-0.8	-0.1	-1.5	0	-0.1	0.3	3	-3	-3	-0.6
CC(=O)C(Sc1ccc2nnc(-c3cccnc3)n2n1)C(C)=O	2.3	0.2	-1.8	-0.8	0	3.3	-0.1	-2	2	5	1.2
Cn1cc(CC(=O)Nc2ccc(Nc3cccnc3)c(Br)c2)c2ccccc21	0.1	.	-1.4	-1.4	-3	-2.0	-1.1	-1	-48	-6	.
COc1ccccc1N(CC(=O)NC1CCCCC1)S(=O)(=O)c1cccs1	0.7	0.2	-1.8	-1.1	-4	1.0	-0.4	-5	-1	2	1.8
O=C(c1ccc(S(=O)(=O)N2CCOCC2)cc1)N1CCCc2ccccc21	-0.5	5.6	1.8	-0.2	-7	0.5	-0.4	-3	2	5	1.1
C[C@H](CO)N1C[C@H](C)[C@@H](CN(C)S(=O)(=O)c2ccc(F)cc2)Oc2cc(Br)ccc2S1(=O)=O	0.3	.	-1.2	-0.8	3	-2.4	-0.3	-3	-18	-2	.

2 entries picked at random from those above, as already listed:
SMILES	KLK7 zymogen act	GAA850 FXN act	hcDAF-12 act	ssDAF-12 act	SMARCA2 activ	hgDAF-12 ag	DAX1 inh-1	GC-A act	sPLA2-III inh	GC-B act	DAX1 inh-2
O=C(COC(=O)c1ccc(S(=O)(=O)N2CCCC2)cc1)NCc1ccco1	0.4	-0.4	0.7	-0.7	-4	2.4	-0.3	1	0	1	1.7
C[C@H](CO)N1C[C@H](C)[C@@H](CN(C)S(=O)(=O)c2ccc(F)cc2)Oc2cc(Br)ccc2S1(=O)=O	0.3	.	-1.2	-0.8	3	-2.4	-0.3	-3	-18	-2	.
